# High-throughput results: PubChem BioAssay, Johns Hopkins Ion Channel Center
# TMEM16A inh: TMEM16A chloride channel inhibitors, primary screen, cell-based, HTS. Anoctamin-1 (Mus musculus), Q8BHY3. HEK293 TMEM16A/YFP iodide influx fluorescence, ionomycin. normalized B-score (activity score, 25-100; higher = stronger inhibition) at 10 µM. 310,000 tested, 1.2% active;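 active means ratio plate-corrected score three or more library SD toward inhibition, starting fluorescence score within five deviations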;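 further: score derived from kinetic fluorescence span divided by baseline fluorescence per well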
# RGS4 pot: RGS4 potentiators or activators, primary screen, cell-based, HEK293 M3R inducible RGS4, calcium flux. carbachol calcium flux Fluo4; hits give low values. B-score at 10 µM. 310,000 tested, 0.92% active. AID 463111, 2010;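 active means B-score of the integrated calcium signal more than 4 SD below the library mean, with starting fluorescence not abnormally high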;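 further: negative B-score means reduced calcium response which marks RGS4 activation or potentiation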
#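 System – HEK293 FlpIn-TREx cells, stable M3R, doxycycline-inducible RGS4 · Reagent – ECmax carbachol challenge · Times – compound preincubation 20 min at room temperature before agonist · Technique – Fluo4 fluorescence kinetic imaging of calcium · Measure – B score of integrated Fluo4 ratio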
# TMEM16A act: TMEM16A chloride channel activators or potentiators, primary screen, cell-based, HTS; Anoctamin-1 (Mus musculus), Q8BHY3; HEK293 TMEM16A/YFP-H148Q/I152L, iodide quench fluorescence; hits give low values; B-score at 10 µM; 340,000 tested, 0.3% active;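 active means fluorescence-ratio B-score plate-corrected deviation score at least 3 library SD below zero, with starting fluorescence score within 5 deviations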;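 further: channel opened by trigger with iodide after compound preincubation; score built on the fluorescence ratio of max minus min over baseline; more negative score means more quench and so TMEM16A activation or potentiation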
# RGS4 inh: RGS4 inhibitors, primary screen, cell-based, HEK293 M3R inducible RGS4, calcium flux; Fluo-4 calcium flux; hits give high values; triggered by carbachol at its EC20; AID 463165, 2010; B-score at 10 µM; 310,000 tested, 0.45% active; Regulator of G-protein signaling 4 (Homo sapiens), P49798;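 active means B-score, a plate-corrected calcium signal, over three deviations above library mean, with baseline fluorescence within five deviations of library mean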;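 further: RGS4 expression induced by doxycycline in cells with stable M3 receptor; B-score is computed from the integrated fluorescence ratio over baseline after carbachol; higher B-score means a larger calcium signal and so more RGS4 inhibition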
# Target sequence (P49798 whole entry, looked up): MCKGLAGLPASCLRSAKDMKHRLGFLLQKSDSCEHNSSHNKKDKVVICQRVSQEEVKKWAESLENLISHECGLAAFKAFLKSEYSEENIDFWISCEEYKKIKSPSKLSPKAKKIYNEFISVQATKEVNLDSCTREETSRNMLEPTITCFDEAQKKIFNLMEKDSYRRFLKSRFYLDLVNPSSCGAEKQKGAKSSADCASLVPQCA
# KCNK9 inh: KCNK9 potassium channel inhibitors, primary screen, HEK293 cells, thallium flux; Potassium channel subfamily K member 9 (Homo sapiens), Q9NPC2; FluxOR thallium flux fluorescence; hits give low values; B-score at 10 µM; 310,000 tested, 1.2% active;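 active means ratio B-score over 3 SD below the library mean, with starting fluorescence within 5 SD of its mean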;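 further: negative B-score means less thallium flux so channel inhibition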
# KCNQ1 pot: potentiators or activators of KCNQ1 channel, primary screen, cell-based, thallium flux, high-throughput; Potassium voltage-gated channel subfamily KQT member 1 (Homo sapiens), P51787; CHO-K1 KCNQ1, thallium flux FluxOR fluorescence; hits give high values; 310,000 tested, 0.35% active; B-score at 10 µM;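 active means fluorescence ratio B-score, a plate-corrected score, at least three library SD, with initial intensity B-score within 5 SD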
#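 Medium – assay buffer, equal DMSO in all wells · Material – CHO-K1 cell line with stable KCNQ1 potassium channel expression · Signal – kinetic FluxOR thallium fluorescence, 10-s 1-Hz baseline, 110-s post-stimulus read · Compound – single concentration per compound, DMSO matched to controls · Schedule – 37 °C overnight plating, 90-min dark dye load, 20-min compound pretreatment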
# MrgX1 PAM: positive allosteric modulators of MrgX1, primary screen, HEK293 cells, Fluo-4 calcium flux; Mas-related G-protein coupled receptor member X1 (Homo sapiens), Q96LB2; FDSS; hits give high values; B-score at 10 µM; 310,000 tested, 0.63% active;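 active means plate-corrected calcium response at least 3 library SD above typical, normal starting fluorescence, not activating the receptor alone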;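 further: compound read alongside a low EC10 to EC30 dose of BAM8-22 agonist; peak minus trough fluorescence over baseline measured at the second addition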
# Target sequence (Q96LB2 whole entry, looked up): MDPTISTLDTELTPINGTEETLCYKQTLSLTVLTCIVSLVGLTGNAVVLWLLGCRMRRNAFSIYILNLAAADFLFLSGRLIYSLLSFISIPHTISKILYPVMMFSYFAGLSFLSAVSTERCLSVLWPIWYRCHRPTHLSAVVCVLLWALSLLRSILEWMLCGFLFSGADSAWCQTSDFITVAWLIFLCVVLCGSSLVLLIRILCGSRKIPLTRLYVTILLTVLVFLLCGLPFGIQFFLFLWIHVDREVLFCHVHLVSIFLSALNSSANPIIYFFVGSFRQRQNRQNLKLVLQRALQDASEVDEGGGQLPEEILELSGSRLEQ
# KCNK3 block: human KCNK3 channel inhibitors, primary screen, CHO cells, FluxOR thallium flux, B-score. Potassium channel subfamily K member 3 (Homo sapiens), O14649. FluxOR fluorescence; hits give low values. B-score at 10 µM. 340,000 tested, 0.84% active;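 active means B-score under library mean minus 4 SD, starting fluorescence ratio at most library mean plus 5 SD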;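 further: more negative B-score means stronger inhibition of thallium flux through KCNK3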
# Target sequence (O14649 whole entry, looked up): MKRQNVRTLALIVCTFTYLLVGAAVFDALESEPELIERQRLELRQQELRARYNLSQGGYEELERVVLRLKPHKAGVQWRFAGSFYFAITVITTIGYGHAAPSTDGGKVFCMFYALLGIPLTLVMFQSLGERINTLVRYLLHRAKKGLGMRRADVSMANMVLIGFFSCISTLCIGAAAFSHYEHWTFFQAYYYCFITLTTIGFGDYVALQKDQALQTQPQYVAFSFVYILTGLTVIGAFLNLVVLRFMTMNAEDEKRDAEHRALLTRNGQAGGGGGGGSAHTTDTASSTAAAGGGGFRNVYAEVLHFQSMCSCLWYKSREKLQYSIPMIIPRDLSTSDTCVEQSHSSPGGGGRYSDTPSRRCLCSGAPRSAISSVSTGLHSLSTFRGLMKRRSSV
# hERG rescue: hERG rescue from dofetilide block, primary screen, cell-based, CHO-hERG, FluxOR thallium flux, dofetilide IC70; dofetilide IC70 present; activation (rescue from dofetilide block), less the hit threshold, % at 10 µM; 310,000 tested, 0.51% active; AID 1511, 2009;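 active means activation above the mean of controls blocked by dofetilide plus 5 SD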;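 further: thallium influx through hERG after potassium depolarization seen as dye fluorescence rise; in these data hits start at about 4.7%; inactives centre near -7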
# KCNQ1 block: inhibitors of human KCNQ1 channel, primary screen, cell-based, thallium flux, high-throughput | B-score at 10 µM | 310,000 tested, 1.3% active | CHO-K1 KCNQ1, FluxOR thallium flux fluorescence; hits give high values | AID 2642, 2010 | Potassium voltage-gated channel subfamily KQT member 1 (Homo sapiens), P51787;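 active means compounds whose thallium flux B-score, printed positive for inhibition, exceeds three library SD while starting fluorescence stays within three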;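 further: channel opened by potassium depolarization with thallium stimulus after 20 min compound exposure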
# MrgX1 agonist: agonists of human MrgX1 receptor, primary screen, HEK293 cells, Fluo-4 calcium flux; B-score at 10 µM; Mas-related G-protein coupled receptor member X1 (Homo sapiens), Q96LB2; 310,000 tested, 0.44% active; Fluo-4 calcium fluorescence, agonist mode; hits give high values; AID 588627, 2011;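 active means calcium response B-score plate-corrected fluorescence ratio at least 3 library SD, with starting fluorescence B-score inside 5 SD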
#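 Test system: Stable human MrgX1 HEK293 cell line | Schedule: Overnight plating before 1 h dye loading | Read-out basis: Baseline-normalised fluorescence change ratio, B-scored | Detection: Kinetic calcium dye fluorescence, Fluo-4 NW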
# Starred values were filed as active, the others as inactive; i = inactive; x = not tested or not shown.
cpd	canonical_smiles	TMEM16A inh	RGS4 pot	TMEM16A act	RGS4 inh	KCNK9 inh	KCNQ1 pot	MrgX1 PAM	KCNK3 block	hERG rescue	KCNQ1 block	MrgX1 agonist
1	N#Cc1c(=O)c2nc(NCCCO)ncc2n2c(=O)c3ccccc3[nH]c12	i	i	i	i	i	i	i	i	-8	i	i
2	CSc1nncn1/N=C/c1ccccc1F	i	i	i	i	i	i	i	i	-10	i	i
3	Cc1nn(Cc2ccc([N+](=O)[O-])cc2)c(=O)n1-c1ccccc1Cl	i	i	i	i	i	i	i	i	-4	i	i
4	Cn1c(=O)oc2cc(S(=O)(=O)N3CCCC(C(=O)Nc4nccs4)C3)ccc21 (configuration not stated)	i	i	i	i	i	i	i	i	-1	i	i
5	COc1cc(OC)c(C(=O)NCc2cccnc2)cc1OC	i	i	i	i	i	i	i	i	-1	i	i
6	CC1CCN(C(=O)c2ccc(S(=O)(=O)Cc3cc(F)ccc3F)c([N+](=O)[O-])c2)CC1	i	i	i	i	i	i	i	i	-12	i	i
7	Cc1cc(C)cc(NC(=S)/N=C(\N)Nc2nc(C)c3ccccc3n2)c1	i	i	i	i	i	i	i	i	-7	i	i
8	COc1cc(C2Nc3ccccc3NC3=C2C(=O)CC(C)(C)C3)cc(OC)c1OC (configuration not stated)	i	i	i	i	i	i	i	i	-7	i	i
9	COC(=O)c1ccccc1NC(=O)c1ccc(Cn2cc(Cl)cn2)o1	i	i	i	i	i	i	i	i	-10	i	i
10	CCOC(=O)N1CCC2(CC1)CC(=O)c1cc(O)ccc1O2	i	i	i	i	i	i	i	i	-5	i	i
11	CC(=O)N(C)c1ccc(NC(=S)NCC(C)C)cc1	i	i	i	i	i	i	i	i	-6	i	i
12	CC(OC(=O)c1cc(O)c2ccccc2c1O)C(=O)Nc1ccc(C(N)=O)cc1 (configuration not stated)	i	i	i	i	i	i	i	i	-13	i	i
13	CN1C(=O)Nc2cccc3cccc1c23	i	i	i	i	i	i	i	i	-7	i	i
14	COc1ccc(NC(=O)Nc2cnccn2)cc1OC	i	i	i	i	i	i	i	i	-5	i	i
15	COc1ccccc1NS(=O)(=O)c1cc(NC(=S)NCCN2CCOCC2)ccc1N1CCOCC1	i	i	i	i	i	i	i	i	-6	i	i
16	COc1ccc(C(C(=O)NC(C)(C)C)N(CC2CCCO2)C(=O)CCC(=O)Nc2cc(C)on2)cc1 (configuration not stated)	i	i	i	i	i	i	i	i	-14	i	i
17	CN1C2CCC1CC(NS(=O)(=O)c1ccc(C#N)cc1)C2 (configuration not stated)	i	i	i	i	i	i	i	i	-3	i	i
18	CC(C)NC(=O)CCc1nnc(Cc2cccc(C(F)(F)F)c2)o1	i	i	i	i	i	i	i	i	-5	i	i
19	COc1ccc(NC(=O)c2cc(-c3ccccc3OC)on2)cc1	i	i	i	i	i	i	i	i	-8	i	i
20	CCOC(=O)C1(Cc2cccc(OC)c2)CCCN(C(=O)CCc2cccnc2)C1 (configuration not stated)	i	i	i	i	i	i	i	i	-9	i	i
21	CCSc1nnc(NC(=O)c2ccc3ccccc3n2)s1	i	i	i	i	i	i	i	i	-7	i	i
22	O=C(COC(=O)c1ccccn1)c1cccc(Br)c1	i	i	i	i	i	i	i	i	-5	i	i
23	Cc1ccc(Cl)cc1Nc1nc(N2CCOCC2)nc(N2CCOCC2)n1	i	i	i	i	i	i	i	i	-9	i	i
24	O=C(COC(=O)c1cc([N+](=O)[O-])ccc1N1CCOCC1)Nc1cc(F)ccc1F	i	i	i	i	i	i	i	i	-2	i	i
25	NC(=O)c1cc(S(=O)(=O)NCCc2ccc(S(N)(=O)=O)cc2)cs1	i	i	i	i	i	i	i	i	-6	i	i
26	NC(=O)[C@H]1CC2(CC(c3cccc(NC(=O)CC(c4ccccc4)c4ccccc4)c3)=NO2)CN1C(=O)CC(c1ccccc1)c1ccccc1 (some centres not stated)	i	i	i	i	i	i	i	i	-7	i	i
27	CCOC(=O)COc1ccc2c(=O)c(-c3ccc(OC)c(OC)c3)c(C(=O)OCC)oc2c1	i	i	i	i	i	i	i	i	-18	i	i
28	Cn1cnc2c1c(=O)n(Cc1ccc(F)cc1Cl)c(=O)n2C	i	i	i	i	i	i	i	i	-5	i	i
29	Cc1ccc(/C=C/C(=O)NCc2ccc3c(c2)OCO3)o1	i	i	i	5.6*	i	i	i	i	-9	i	i
30	O=C(Nc1cccc(-c2cnc3ccccc3n2)c1)c1cccc(NC(=O)c2ccco2)c1	i	i	i	i	i	i	i	i	-19	i	i
31	CN(C)C(=O)NCc1ccc(S(N)(=O)=O)cc1	i	i	i	i	i	i	i	i	1	i	i
32	COC(=O)[C@H](CCSC)NC(=O)Nc1cc(OC)cc(OC)c1	i	i	i	i	i	i	i	i	-2	i	i
33	O=C(CN(c1ccc2c(c1)OCCO2)S(=O)(=O)c1ccccc1)NCc1ccc(Cl)cc1	i	i	i	i	i	i	i	i	-25	i	i
34	COc1ccc2oc(C(=O)OCC(=O)/C(C#N)=C(\C)N)c(C)c2c1	i	i	i	i	i	i	i	i	-6	i	i
35	C=CCn1c(=O)n2ncnc2c2c3c(sc21)CCCC3	i	i	i	i	i	i	i	i	-5	i	i
36	COc1cc(NC(=O)c2cccs2)ccc1NC(=O)c1ccco1	i	i	i	i	i	i	i	i	-2	i	i
37	Cc1nn(C(C)(C)C)c(OC(=O)c2ccco2)c1Sc1ccccc1	i	i	i	i	i	i	i	i	-16	i	i
38	COC(=O)c1cccc(NC(=O)CN2C(=O)c3ccccc3C2=O)c1	i	i	i	i	i	i	i	i	-7	i	i
39	C=C(C)C(=O)Oc1ccc(N2C(=O)CCC2=O)cc1	i	i	i	i	i	i	i	i	-14	i	i
40	COc1ccccc1Nc1nn2c(=O)c3ccc(C(=O)NCc4cccnc4)cc3nc2s1	i	i	i	i	i	i	i	i	-7	i	i
41	CCc1ccc(NC(=O)CSc2nnc(-c3cnccn3)n2Cc2ccco2)cc1	i	i	i	i	i	i	i	i	-7	i	i
42	O=C(Cn1c(=O)c(=O)n(Cc2ccccc2)c2ccc(Cl)cc21)NCC1CCCO1 (configuration not stated)	i	i	i	i	i	i	i	i	-4	i	i
43	CCS(=O)(=O)N1Cc2ccccc2CC1C(=O)Nc1ccc(NC(C)=O)cc1 (configuration not stated)	i	i	i	i	i	i	i	i	-4	i	i
44	CC(C)(C)c1cc(C(=O)NNC(=O)Nc2ccccc2)n(Cc2ccccc2)n1	i	i	i	i	i	i	i	i	-8	i	i
45	COc1ccc(NS(=O)(=O)c2cc(NC(=O)c3sccc3C)ccc2N2CCOCC2)cc1	i	i	i	i	i	i	i	i	-8	i	i
46	CCOc1cc(/C=C/c2cc(C(F)(F)F)[nH]c(=O)n2)ccc1O	i	i	i	i	i	i	i	i	-6	i	i
47	CCOC(=O)c1c(O)c2cccc3c2n(c1=O)CC3	i	i	i	i	i	i	i	-9.1*	2	i	i
48	CCS(=O)(=O)c1nc(S(=O)(=O)c2ccc(C)cc2)c(N2CCCC2)s1	i	i	i	i	i	i	i	i	-6	i	i
49	O=P(OC1CCCCC1)(OC1CCCCC1)C(O)c1cccnc1 (configuration not stated)	i	i	i	i	i	i	i	i	-7	i	i
50	O=C(c1scc2c1CCCC2)N1CCCCC1	i	i	i	i	i	i	i	i	-1	i	i
51	CCOC(=O)C1CCCN(CCC(=O)Nc2ccccc2)C1 (configuration not stated)	i	i	i	i	i	i	i	i	-8	i	i
52	O=C(/C=C/c1ccc2c(c1)OCO2)c1ccc[nH]1	i	i	i	i	i	i	i	i	-4	i	i
53	CCCCn1c(=N)n(CC(=O)c2ccc(OC)cc2)c2ccccc21	i	i	x	i	i	i	i	x	-9	i	i
54	CCN1CCCC(OC(=O)c2cc(-c3ccc(C)cc3)nc3ccccc23)C1 (configuration not stated)	i	i	i	i	i	i	i	i	-14	i	i
55	COC(=O)CC1=C(C(=O)OC)C(c2ccc3c(c2Cl)OCO3)C(C#N)=C(N)O1 (configuration not stated)	i	i	i	i	i	i	i	i	-7	i	41*
56	O=C(Cn1c(NCCO)nc2ccccc21)c1ccccc1	i	i	i	i	i	i	7.3*	i	-6	i	i
57	CCN1CCN(C(=O)Nc2ccc(OC)cc2OC)CC1	i	i	i	i	i	i	i	i	-2	i	i
58	COc1ccc(CCn2c(=N)c(C(=O)NCC3CCCO3)cc3c(=O)n4cccc(C)c4nc32)cc1 (configuration not stated)	i	i	i	i	i	i	i	i	-25	i	i
59	COCCNC(=O)C(C#N)c1nc2ccccc2nc1N1CCCCCC1 (configuration not stated)	i	i	i	i	i	i	i	i	-5	i	i
60	Cc1cc(/C=C2\C(=N)N3N=CSC3=NC2=O)c(C)n1Cc1ccccc1	i	i	i	i	i	i	i	i	-10	i	i
61	CSc1ccccc1NC(=O)c1ccncc1	i	i	i	i	i	i	i	i	-11	i	i
62	c1cn(CCCNc2ncnc3nc[nH]c23)cn1	i	i	i	i	i	i	i	i	-10	i	i
